Screening data as filed in PubChem BioAssay.
KCNQ1 block = inhibitors of human KCNQ1 channel, primary screen, cell-based, thallium flux, high-throughput | B-score at 10 µM | AID 2642, 2010 | CHO-K1 KCNQ1, FluxOR thallium flux fluorescence; stronger effect = higher value | actives 1.3% (n = 310,000);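 active means compounds whose thallium flux B-score, printed positive for inhibition, exceeds three library SD while starting fluorescence stays within three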;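 further: channel opened by potassium depolarization with thallium stimulus after 20 min compound exposure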
hERG rescue = hERG rescue from dofetilide block, primary screen, cell-based, CHO-hERG, FluxOR thallium flux, dofetilide IC70; Voltage-gated inwardly rectifying potassium channel KCNH2 (Homo sapiens), Q12809; dofetilide IC70 present; activation (rescue from dofetilide block), less the hit threshold, % at 10 µM; actives 0.51% (n = 310,000);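 active means activation above the mean of controls blocked by dofetilide plus 5 SD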;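 further: thallium influx through hERG after potassium depolarization seen as dye fluorescence rise; in these data hits start at about 4.7%; inactives centre near -7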
Target sequence (Q12809 whole entry, looked up): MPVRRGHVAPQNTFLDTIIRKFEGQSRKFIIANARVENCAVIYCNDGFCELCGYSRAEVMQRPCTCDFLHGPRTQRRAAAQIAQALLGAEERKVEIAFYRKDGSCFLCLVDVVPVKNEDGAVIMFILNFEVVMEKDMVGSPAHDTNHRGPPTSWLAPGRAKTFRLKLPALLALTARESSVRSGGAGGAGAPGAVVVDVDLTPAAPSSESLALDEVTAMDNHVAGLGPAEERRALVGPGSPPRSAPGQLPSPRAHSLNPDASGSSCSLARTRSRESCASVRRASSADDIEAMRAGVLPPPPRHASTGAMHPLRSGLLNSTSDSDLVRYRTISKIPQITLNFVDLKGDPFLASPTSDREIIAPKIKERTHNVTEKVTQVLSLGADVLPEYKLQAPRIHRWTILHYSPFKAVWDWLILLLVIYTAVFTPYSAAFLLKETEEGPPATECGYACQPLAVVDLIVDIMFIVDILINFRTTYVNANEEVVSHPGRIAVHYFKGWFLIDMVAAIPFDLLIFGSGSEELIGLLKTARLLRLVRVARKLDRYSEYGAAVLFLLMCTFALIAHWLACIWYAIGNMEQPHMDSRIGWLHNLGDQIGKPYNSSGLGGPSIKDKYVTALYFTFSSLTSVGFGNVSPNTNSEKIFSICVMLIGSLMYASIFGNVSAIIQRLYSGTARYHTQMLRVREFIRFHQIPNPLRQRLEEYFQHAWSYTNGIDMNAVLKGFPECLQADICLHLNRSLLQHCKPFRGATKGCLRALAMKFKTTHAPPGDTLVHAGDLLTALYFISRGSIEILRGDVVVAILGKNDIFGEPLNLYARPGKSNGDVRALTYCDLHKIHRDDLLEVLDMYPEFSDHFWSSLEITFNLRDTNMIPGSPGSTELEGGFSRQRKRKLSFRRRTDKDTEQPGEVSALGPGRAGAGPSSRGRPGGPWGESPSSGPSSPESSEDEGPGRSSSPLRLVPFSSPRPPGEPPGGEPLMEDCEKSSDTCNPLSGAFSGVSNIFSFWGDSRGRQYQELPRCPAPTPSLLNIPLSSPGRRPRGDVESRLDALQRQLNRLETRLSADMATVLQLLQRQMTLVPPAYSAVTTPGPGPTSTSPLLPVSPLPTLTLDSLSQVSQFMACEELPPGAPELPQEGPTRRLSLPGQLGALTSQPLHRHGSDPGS
Dyrk1A ADPGlo = rat Dyrk1A kinase inhibitors, primary screen, biochemical, single point, plate reader | Dual specificity tyrosine-phosphorylation-regulated kinase 1A (Rattus norvegicus), Q63470 | ADP-Glo luminescence, NFATc1 peptide | inhibition, % at 12.5 µM | actives 0.43% (n = 310,000) | AID 504441, 2011; in the data active means inhibition above about 50%;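 further: plate controls were vehicle with enzyme for no effect and no enzyme for full effect; many of its hits are not listed in these tables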
KCNQ1 pot = potentiators or activators of KCNQ1 channel, primary screen, cell-based, thallium flux, high-throughput; Potassium voltage-gated channel subfamily KQT member 1 (Homo sapiens), P51787; CHO-K1 KCNQ1, thallium flux FluxOR fluorescence; stronger effect = higher value; B-score at 10 µM; actives 0.35% (n = 310,000); AID 2648, 2010;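 active means fluorescence ratio B-score, a plate-corrected score, at least three library SD, with initial intensity B-score within 5 SD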
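assay system = CHO-K1 cells stably expressing KCNQ1 | medium = assay buffer, equal DMSO in all wells | timing = 37 °C overnight plating, 90-min dark dye load, 20-min compound pretreatment | measured by = kinetic FluxOR thallium fluorescence, 10-s 1-Hz baseline, 110-s post-stimulus read | measure = fluorescence change relative to baseline, converted to B score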
KCNK9 inh = KCNK9 potassium channel inhibitors, primary screen, HEK293 cells, thallium flux; Potassium channel subfamily K member 9 (Homo sapiens), Q9NPC2; FluxOR thallium flux fluorescence; stronger effect = lower value; B-score at 10 µM; actives 1.2% (n = 310,000); AID 488922, 2010;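 active means ratio B-score over 3 SD below the library mean, with starting fluorescence within 5 SD of its mean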;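 further: negative B-score means less thallium flux so channel inhibition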
TRPC4 PAM = positive allosteric modulators of TRPC4, primary screen, cell-based, mouse TRPC4beta, HEK293 mu-opioid, Fluo-4 calcium. actives 0.42% (n = 310,000). Short transient receptor potential channel 4 (Mus musculus), Q9QUQ5. DAMGO EC20, Fluo-4 Ca2+ flux; stronger effect = higher value. B-score at 10 µM;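 active means B-score of calcium response area above 5 SD of library B-scores, with initial fluorescence ratio within 5 SD of library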;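 further: B-score of integrated fluorescence ratio over time as area under calcium response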
TMEM16A act = TMEM16A chloride channel activators or potentiators, primary screen, cell-based, HTS; Anoctamin-1 (Mus musculus), Q8BHY3; HEK293 TMEM16A/YFP-H148Q/I152L, iodide quench fluorescence; stronger effect = lower value; B-score at 10 µM; actives 0.3% (n = 340,000); AID 623877, 2012;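 active means fluorescence-ratio B-score plate-corrected deviation score at least 3 library SD below zero, with starting fluorescence score within 5 deviations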;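 further: channel opened by trigger with iodide after compound preincubation; score built on the fluorescence ratio of max minus min over baseline; more negative score means more quench and so TMEM16A activation or potentiation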
HDAC3 inhib = HDAC3 deacetylase inhibitors, primary screen, biochemical, fluorescence, cell-free homogeneous | actives 0.15% (n = 320,000) | Histone deacetylase 3 (Homo sapiens), O15379 | recombinant HDAC3, fluorogenic peptide/trypsin coupled | inhibition, % at 8.3 µM; in the data active means inhibition above about 26%, passing the limit was not always enough
KCNK3 block = human KCNK3 channel inhibitors, primary screen, CHO cells, FluxOR thallium flux, B-score; actives 0.84% (n = 340,000); Potassium channel subfamily K member 3 (Homo sapiens), O14649; FluxOR fluorescence; stronger effect = lower value; B-score at 10 µM;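 active means B-score under library mean minus 4 SD, starting fluorescence ratio at most library mean plus 5 SD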;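 further: more negative B-score means stronger inhibition of thallium flux through KCNK3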
TRPC4 act = activators of mouse TRPC4 channel, primary screen, Fluo4 calcium, HEK293 TRPC4beta/mu-opioid cells | Short transient receptor potential channel 4 (Mus musculus), Q9QUQ5 | Fluo4 calcium fluorescence; stronger effect = higher value | B-score at 10 µM | actives 0.49% (n = 310,000) | AID 2237, 2010;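 active means B-score above 5 SD of library B-scores, and initial fluorescence ratio not above library mean plus 5 SD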;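 further: positive B-score marks a calcium rise read as TRPC4 activation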
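Material: HEK293 stable line with TRPC4beta plus mu-opioid receptor; technique: Fluo4 calcium-sensitive dye fluorescence, kinetic, 1 Hz baseline; timing: Fluo4 dye loading 45 min at room temperature, 110 s recording; controls: assay buffer as low control, maximal DAMGO as high control; read-out: integrated baseline-normalised fluorescence ratio, converted to per-well B score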
ANO1 block = TMEM16A chloride channel inhibitors, primary screen, cell-based, HTS; Anoctamin-1 (Mus musculus), Q8BHY3; HEK293 TMEM16A/YFP iodide influx fluorescence, ionomycin; normalized B-score (activity score, 25-100; higher = stronger inhibition) at 10 µM; actives 1.2% (n = 310,000); AID 588511, 2011;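 active means ratio plate-corrected score three or more library SD toward inhibition, starting fluorescence score within five deviations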;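 further: score derived from kinetic fluorescence span divided by baseline fluorescence per well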
Starred values were filed as active, the others as inactive; i = inactive; x = not tested or not shown. Not all compounds are listed, so the mix of outcomes need not match the whole.

SMILES | KCNQ1 block | hERG rescue | Dyrk1A ADPGlo | KCNQ1 pot | KCNK9 inh | TRPC4 PAM | TMEM16A act | HDAC3 inhib | KCNK3 block | TRPC4 act | ANO1 block
COc1ccc2ccccc2c1/C=N/n1cnnc1 | i | -5 | x | i | i | i | i | -3 | i | i | i
COc1cccc(CN(C)CC(O)COC(c2ccccc2)c2ccccc2C)c1 (stereo not given) | i | -19 | -4 | i | i | i | i | 6 | -13* | i | i
CCn1cc(C(=O)NCC2COc3ccccc3O2)c2cc(OC)c(OC)cc2c1=O (stereo not given) | i | -31 | 5 | i | i | i | i | 1 | i | i | i
O=C(NCc1cccnc1)C(=O)Nc1nc2ccccc2s1 | i | -10 | 3 | i | i | i | i | -3 | i | i | i
CCOC(=O)CNC(=O)CSc1nc2sc(C)c(C)c2c(=O)n1C | i | -8 | -3 | i | i | i | i | 1 | i | i | i
CC1C(=O)Nc2ccccc2N1C(=O)c1ccc(F)cc1F (stereo not given) | i | -7 | 0 | i | i | i | i | 7 | i | i | i
CC(C)CNS(=O)(=O)c1cc(C(=O)N2CC(C)OC(C)C2)c(Cl)cc1Cl (stereo not given) | i | -1 | 5 | i | i | i | i | 0 | i | i | i
COc1cc2c(cc1OC)CN(CC(=O)Nc1ccc(C)cc1)CC2 | i | -5 | -6 | i | i | i | i | 4 | i | i | i
O=C(NC(=S)Nn1cnnc1)c1cccc(Br)c1 | i | -8 | 8 | i | i | i | i | -4 | i | i | i
O=C(CN1CCN(C(=O)c2ccccc2)CC1)Nc1ccccc1 | i | -9 | -5 | i | i | i | i | -1 | i | i | i
CC(C)C(=O)Nc1nc(-c2ccc(S(=O)(=O)N3CCOCC3)cc2)cs1 | i | -12 | 11 | i | i | i | i | x | i | i | i
COC(=O)c1ccc(COC(=O)c2ccc(S(=O)(=O)N3CCC(C)CC3)cc2)o1 | i | -9 | 5 | i | i | i | i | 2 | i | i | i
CC(C)c1nc(CNC(=O)c2ccc(OC3CCN(Cc4ccccn4)CC3)cc2)cs1 | i | -5 | -4 | i | i | i | i | 2 | i | i | i
CCC1=C(OC(=O)N(CC)CC)N2C(=O)OC(=NCCOC)[C@]2(Cc2ccccc2)[C@H]2C1=CC[C@H]1C(=O)N(CC(=O)OC)C(=O)[C@H]12 | i | -3 | 6 | i | i | i | i | -6 | i | i | 25*
Cc1nn(C)cc1-c1n[nH]c(=S)n1-c1ccc(F)cc1 | i | -10 | 5 | i | i | i | i | 6 | i | i | i
COC(=O)N/N=C\c1ccc(-c2cc(Cl)c(Cl)cc2Cl)o1 | i | -5 | -11 | i | i | i | i | -5 | i | i | i
Cc1sc2nc(CN3CCOCC3)nc(NS(=O)(=O)c3ccccc3)c2c1C | i | -9 | 3 | i | i | i | i | 3 | i | i | i
COc1ccc(Cc2nnc(SCc3c(C)noc3C)n2C2CCCCC2)cc1OC | i | -3 | 2 | i | i | i | i | 3 | i | i | i
Cc1ccc(S(=O)(=O)C2(C(=O)O)CCCC2)cc1C | i | -4 | -7 | i | i | i | i | -1 | i | i | i
CSc1nc2sc3c(c2c(=O)n1C1CCCCC1)CCN(C)C3 | i | -4 | -4 | i | i | i | i | 2 | i | i | i
Cc1ccc(CCCOC(=O)C[N+]2(C)CCCC2)cc1 | i | -6 | -7 | i | i | i | i | 3 | i | i | i
O=C(CSc1cc(Cl)ccc1Cl)NC1CCCC1 | i | -5 | 4 | i | i | i | i | 8 | i | i | i
Cc1oc(C(C)(C)C)cc1C(=O)Nc1ccc2c(c1)OCCO2 | i | -6 | 8 | i | i | i | i | 5 | i | i | i
CCOc1ccc(C(=O)CSc2nnc(N)s2)cc1 | i | -1 | -28 | i | i | i | i | 5 | i | i | i
COc1cccc(CN(CC(=O)NCC2CCCO2)C(=O)CCC(=O)Nc2cc(C)on2)c1 (stereo not given) | i | -4 | 1 | i | i | i | i | -2 | i | i | i
CCCCc1c(C)nc2ccc(Br)cc2c1SCCC#N | i | -10 | x | i | -7.7* | i | x | x | x | i | x
O=C(Nc1ccn(Cc2ccccc2)n1)c1cccc(F)c1 | i | -6 | -6 | i | i | i | i | x | i | i | x
COc1cc2ccccc2cc1-c1nnc(COc2ccccc2)o1 | i | -5 | 5 | i | i | i | i | -10 | i | i | i
O=C(NCc1nc2ccccc2[nH]1)C1=C[C@@H](c2ccc(Br)cc2)C[C@@H](OCc2ccc(CO)cc2)O1 | i | -15 | 8 | i | i | i | i | 2 | i | i | i
Cc1sc(C(C2C(=O)CC(C)(C)CC2=O)C2C(=O)CC(C)(C)CC2=O)cc1[N+](=O)[O-] | i | -20 | 2 | i | i | i | i | 3 | i | i | i
COc1ccccc1Nc1nc(N)nc(CSc2nnc(C)s2)n1 | i | -5 | 1 | i | i | i | i | 2 | i | i | i
CCN(Cc1ccccc1)S(=O)(=O)c1csc(C(N)=O)c1 | i | -6 | 2 | i | i | i | i | 1 | i | i | i
O=C(O)c1cc(-c2cc3ccccc3o2)nn1-c1ccccc1 | i | -4 | -6 | i | i | i | i | -7 | i | i | i
CN1CCCN(C(=O)/C=C/c2ccc(Cl)cc2Cl)CC1 | i | -7 | -8 | i | i | i | i | 2 | i | i | i
O=C(/C=C/c1ccco1)Nc1sc2c(c1C(=O)O)CCC2 | i | -14 | 9 | i | i | i | i | 11 | i | i | i
CCOC(=O)c1[nH]c2cc(OC)c(OC)cc2c1NC(=O)c1ccc2c(c1)OCO2 | i | -4 | -2 | i | i | i | i | -1 | i | i | i
CCOC(=O)c1ccc(-c2c(C(=O)OCC)oc3cc(O)c(CC)cc3c2=O)o1 | i | -23 | -3 | i | i | i | i | 12 | i | i | i
COc1ccc(OCC(=O)Nc2ccc3c(c2)n(C)c(=O)n3C)cc1 | i | -2 | 40 | i | i | i | i | -3 | i | i | i
NC(=O)c1nsc(C(=O)N(Cc2ccccc2F)C(C(=O)NCC2CCCO2)c2ccc(F)cc2)c1N (stereo not given) | i | -14 | -1 | i | i | i | i | 6 | i | i | i
Nc1ccccc1C#CC(=O)c1ccccc1 | i | -5 | -1 | i | i | i | i | 8 | i | i | i
Cc1cc(C(=O)Nc2cc(C(C)(C)C)on2)c(C)o1 | i | -10 | x | i | i | i | i | x | i | i | i
Cc1cccc(C(=O)Nc2cc(=O)n(C)c(=O)n2C)c1 | i | 1 | -13 | i | i | i | i | 5 | i | i | i
O=C(C1CCC(=O)N(C2CCCC2)C1)N1CCN(c2ccccc2Cl)CC1 (stereo not given) | i | -1 | -6 | i | i | i | i | 9 | i | i | i
CCOC(=O)C1CCCN(Cc2cc(=O)oc3cc(C)ccc23)C1 (stereo not given) | i | -6 | x | i | i | i | i | 3 | i | i | i
CC(=O)NCCN1C(=O)C2C3c4ccccc4C(c4ccccc43)C2C1=O (stereo not given) | i | -5 | -5 | i | i | i | i | 10 | i | i | i
COc1cc(NC(=O)c2ccccc2-c2ccccc2)cc(OC)c1 | i | -7 | 7 | i | i | i | i | 4 | i | i | i
C[C@@H]1NC(=O)/C(=C\c2ccccc2Cl)NC1=O | i | -9 | x | i | i | i | i | 0 | i | i | i
O=C(NCCNC(=O)c1ccccc1Br)c1cccnc1 | i | -1 | -2 | i | i | i | i | -6 | i | i | i
O=C(Nc1nnc(-c2ccccc2F)s1)Nc1ccccc1F | i | -3 | 2 | i | i | i | i | -3 | i | i | i
Cc1cc(C)c2nc(SCC(=O)Nc3ccc(S(=O)(=O)N4CCCC4)cc3)c(C)cc2c1 | i | -10 | -2 | i | i | i | i | -4 | i | i | i
Cc1ccccc1NC(=O)c1ccc(C)c(S(=O)(=O)NCc2cccnc2)c1 | i | -7 | 14 | i | i | i | i | x | i | i | i
O=C(CCNS(=O)(=O)c1cccc2nsnc12)NC1CCN(Cc2ccccc2)CC1 | i | -16 | 4 | i | i | i | i | 3 | i | i | i
Cc1[nH]n(-c2ncc(-c3ccccc3)s2)c(=O)c1C(c1ccc(Br)cc1)C(C#N)C#N (stereo not given) | i | -11 | x | i | i | i | i | 6 | i | i | i
COc1ccc2[nH]c3nc(SCC(=O)NC4CC4)nnc3c2c1 | i | -9 | 1 | i | i | i | i | 4 | i | i | i
Cc1ccc(OCC(=O)N2CCN(C(=O)c3ccncc3)CC2)cc1 | i | -13 | -2 | i | i | i | i | -3 | i | i | i
c1cc2c(cn1)cnc1cscc12 | i | -10 | -1 | i | i | i | i | -12 | i | i | i
O=C(NC1CCCCCC1)c1cc(S(=O)(=O)N2CCC3(CC2)OCCO3)ccc1F | i | -9 | 3 | i | i | i | i | 4 | i | i | i
CC(=O)c1ccc(-n2nnnc2SCC(=O)NC2CCCCC2)cc1 | i | -7 | -8 | i | i | i | i | 1 | i | i | i
COCC(C)n1c(C)cc(C(=O)COC(=O)CCc2nc3ccccc3c(=O)[nH]2)c1C (stereo not given) | i | -9 | 8 | i | i | i | i | 1 | i | i | i
CCOc1ccc(/C=C/C(=O)OCC(=O)NCCc2ccc(OCC)c(OCC)c2)cc1OC | i | -14 | 10 | i | i | i | i | 8 | i | i | i

Record cards, as listed above. Order of values: KCNQ1 block, hERG rescue, Dyrk1A ADPGlo, KCNQ1 pot, KCNK9 inh, TRPC4 PAM, TMEM16A act, HDAC3 inhib, KCNK3 block, TRPC4 act, ANO1 block
Entry for c1cc2c(cn1)cnc1cscc12 = i, -10, -1, i, i, i, i, -12, i, i, i
Entry for O=C(NCCNC(=O)c1ccccc1Br)c1cccnc1 = i, -1, -2, i, i, i, i, -6, i, i, i
